# KDM5B inhibitor: Primary screen for KDM5B Histone Demethylases FDH-coupled qHTS; AID 1347165, 2019; Potency, µM (top dose mostly 57.7 µM), for the others: top-dose activity change, negative = inhibition, actives largely listed as inhibitors; Lysine-specific demethylase 5B (Homo sapiens), Q9UGL1; KDM5B demethylase, FDH-coupled NADH fluorescence (FDH is formaldehyde dehydrogenase); 2.6% of 220,000 active; active = well fitted inhibition curve with a large enough effect; inconclusive = small, poorly fitted or top-dose-only effect; inactive = no such curve, though single readings can be large or run the other way; also: 0% is about no effect; nearly all actives have a fitted effect of over 70% in size
# Target sequence (Q9UGL1 whole entry, looked up): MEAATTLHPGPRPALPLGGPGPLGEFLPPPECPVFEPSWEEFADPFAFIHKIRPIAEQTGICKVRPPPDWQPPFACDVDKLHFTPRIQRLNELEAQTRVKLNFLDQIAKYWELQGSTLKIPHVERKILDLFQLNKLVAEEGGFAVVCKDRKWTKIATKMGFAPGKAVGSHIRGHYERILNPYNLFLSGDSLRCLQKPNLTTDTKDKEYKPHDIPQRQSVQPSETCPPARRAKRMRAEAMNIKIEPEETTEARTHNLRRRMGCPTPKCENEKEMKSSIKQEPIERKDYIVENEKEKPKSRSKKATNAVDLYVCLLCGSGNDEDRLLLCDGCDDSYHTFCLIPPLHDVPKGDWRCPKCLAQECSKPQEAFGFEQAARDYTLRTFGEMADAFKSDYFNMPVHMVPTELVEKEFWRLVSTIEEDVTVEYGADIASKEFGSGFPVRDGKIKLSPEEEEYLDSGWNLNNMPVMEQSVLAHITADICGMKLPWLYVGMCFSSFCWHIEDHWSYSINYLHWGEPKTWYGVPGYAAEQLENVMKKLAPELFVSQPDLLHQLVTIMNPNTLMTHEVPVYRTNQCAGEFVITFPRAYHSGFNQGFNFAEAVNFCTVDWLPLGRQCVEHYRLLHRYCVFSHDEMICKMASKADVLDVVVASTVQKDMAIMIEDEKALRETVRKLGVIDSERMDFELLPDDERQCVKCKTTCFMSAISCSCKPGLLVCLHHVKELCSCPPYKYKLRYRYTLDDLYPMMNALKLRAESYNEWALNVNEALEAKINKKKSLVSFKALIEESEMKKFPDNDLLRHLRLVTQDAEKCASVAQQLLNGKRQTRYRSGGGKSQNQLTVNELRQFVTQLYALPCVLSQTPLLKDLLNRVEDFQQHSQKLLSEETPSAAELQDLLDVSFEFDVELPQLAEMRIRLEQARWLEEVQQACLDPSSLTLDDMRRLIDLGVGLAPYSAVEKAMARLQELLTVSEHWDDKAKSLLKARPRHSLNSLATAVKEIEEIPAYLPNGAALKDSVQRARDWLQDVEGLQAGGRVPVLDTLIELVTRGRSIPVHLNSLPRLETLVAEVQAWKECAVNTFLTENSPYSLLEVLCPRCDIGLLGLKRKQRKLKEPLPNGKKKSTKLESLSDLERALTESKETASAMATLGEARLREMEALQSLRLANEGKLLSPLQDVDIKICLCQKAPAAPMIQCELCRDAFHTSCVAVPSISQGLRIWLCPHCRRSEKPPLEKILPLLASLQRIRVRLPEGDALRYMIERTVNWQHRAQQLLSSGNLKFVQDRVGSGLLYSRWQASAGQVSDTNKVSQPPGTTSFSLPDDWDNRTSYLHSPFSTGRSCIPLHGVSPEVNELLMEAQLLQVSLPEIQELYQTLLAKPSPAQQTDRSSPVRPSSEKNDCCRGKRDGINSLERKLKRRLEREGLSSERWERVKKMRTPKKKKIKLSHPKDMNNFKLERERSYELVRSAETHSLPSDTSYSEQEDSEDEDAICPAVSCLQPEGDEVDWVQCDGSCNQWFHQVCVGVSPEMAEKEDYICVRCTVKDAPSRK
#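 Here, H3K4me3 peptide (12.5 µM in substrate mix) is demethylated by KDM5BΔAP, 200 nM final, after 10 min compound exposure. Formaldehyde product is coupled through FDH (0.25 U/mL in mix) to NADH fluorescence; 30-min ΔRFU feeds dose-response curves.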
# * hit, by the source's call; u = inconclusive; [ ] = dose if it differs, or a comment. Potency is read from the fitted curve at half-maximal effect.
SMILES,KDM5B inhibitor
Cc1cccc2sc(N(CCN(C)C)C(=O)c3ccc4c(c3)OCCO4)nc12,u
Cc1ccc(CNC(=O)c2ccc3c(c2)N(C)C2CCCCN2C3=O)cc1C (centres undefined),u
CCn1c(CO)nnc1C1CC(NC(=O)c2nnc3nc(C)ccn23)C1 (centres undefined),16%
CCc1cccc(C)c1NC(=O)CC(C)(C)CC(=O)O,5%
CN1C(=O)CN(CCCCOc2ccccc2)C(=O)c2ccccc21,-10%
CN(CC(=O)Nc1ccccc1C(F)(F)F)C(=O)CCc1nc2sc3c(c2c(=O)[nH]1)CCCC3,-30%
COc1ccc(CC(=O)NC2CCN(c3cc(-c4ccc(OC)cc4)[nH]n3)CC2)cc1,-14%
CNC(=O)c1ccc(NC(=O)CC23CC4CC(CC(C4)C2)C3)cc1,3%
COc1ccc(-c2nnn(-c3cc(Cl)cc(Cl)c3)c2N)cc1,-9%
N#Cc1nc(-c2ccccc2Cl)oc1NCc1ccccc1Cl,-29%
CCOCCn1nc(C)cc1C(=O)N1CCC2(CC1)[C@H](O)C[C@@H]2OCC,-22%
COc1cccc(C(=O)Nc2oc3ccccc3c(=O)c2-c2ccccc2)c1,-17%
CCCCCCCC1CCC(c2ccc(C(=O)CCN(C)C)cc2)CC1 (centres undefined),25%
CNCc1ccc(-c2ccccc2)o1,0%
Cn1c(=O)c2cc(C(=O)Nc3cccc(C#N)c3)sc2c2ccccc21,7%
CCN1CCN(CCOc2ccc3c(=O)c(-c4ccccc4)coc3c2)CC1,2%
Cc1ccc2nc(C3CCN(CC4CCCC4)CC3)[nH]c(=O)c2c1,-14%[86.2 µM]
CC1CCCC[C@@]12CCc1cc3c4c(c(=O)oc3cc1O2)CCC4 (some centres undefined),-19%
c1c[nH]c(-c2ccn[nH]2)c1,-27%
Cc1nc(NC(=O)c2cc(F)ccc2Br)sc1C,11%
C[C@H]1[C@@H]2[C@@H](O)C([C@H](C)C(=O)NCc3cccs3)CC[C@@]2(C)CC[C@@H]1NC(=O)c1cnccn1 (some centres undefined),u
COc1ccccc1N1CCN(C(=O)C[C@@H]2O[C@H](CNC(=O)c3ccco3)[C@@H](O)[C@H]2O)CC1,13%
Cc1cc(C)c2c(=O)[nH]c(SCC(=O)N3CCCCC3)nc2n1,u
CC(C)OCCCn1c(SCC(=O)Nc2ccc(F)cc2)nc2c(sc3ccccc32)c1=O,-4%
O=C(NCCc1ccc(Cl)cc1)c1ccc2c(c1)N(Cc1ccc(F)cc1)C(=O)CS2,u
CCOc1ccc(C(=O)N2CC(COC)C3(CCOCC3)C2)cc1 (centres undefined),-13%
COc1ccc(Br)cc1CNC(=O)c1ccc(-n2c(C)cc3c2CCC(C)C3)cc1 (centres undefined),u
CC(C)CCN1CCC(O)(c2csc(CN3CCN(c4ccccn4)CC3)n2)CC1,10%[86.2 µM]
Cn1c(NCCN)nc2c1c(=O)n(Cc1ccccc1)c(=O)n2C,u
COc1ccc(C(=O)/C=C/c2ccc(OCC(=O)O)c(OC)c2)cc1F,2%
COCc1ccc(C(=O)NCc2ccc(C#N)cc2)cc1,7%
Cc1ccc(S(=O)(=O)[C@H]2CS(=O)(=O)C[C@@H]2NCCc2ccc(Cl)cc2)cc1,2%
Cc1cc(C)n(-c2nc3ccccc3nc2N2CCN(C(=O)c3ccccc3)CC2)n1,0%
Cn1nc2n(c1=O)CCN(C(=O)c1cccc(C#N)c1)CC2,-36%
CCc1noc(CN2CCC(c3nc4ccccc4s3)CC2)n1,-7%
CCOc1ccc(-n2cc(-c3ccccc3)c3c(NC4CCCCC4)ncnc32)cc1,-14%
Cc1nnc([C@H]2CCN(C(=O)c3ccccc3)C2)o1,2%[115 µM]
Cc1cccc(-c2noc(CNC(=O)Nc3cccc4ccccc34)n2)c1,-18%
CCOC(=O)[C@]12CCCCC/C=C\1N(CCc1ccc(Cl)cc1)C(=O)[C@H]2CC(=O)NCc1ccc(C)o1,u
COc1cccc(CN2CCCOCCNC(=O)CC2)c1OC,-12%
Cc1ccc(-n2nc3c(=O)n(CC(=O)NCC(C)c4ccccc4)nc(C)c3c2C)cc1 (centres undefined),-1%
COc1ccc(CNC(=O)c2ccc3nc(C(C)C)oc3c2)cc1OC,-12%
CC(=O)Nc1ccc(CN2CCC3(CC2)CC(c2cccc(C(F)(F)F)c2)=NO3)cc1,-1%
Cc1ccc(Sc2ccc(N3CCCC(C(=O)Nc4ccc(F)cc4F)C3)nn2)cc1 (centres undefined),-30%
CN(Cc1nc2ccsc2c(=O)[nH]1)C(=O)c1cnn(-c2ccc(F)cc2)c1-n1cccc1,10%
Cc1ccc2onc(CC(=O)N3CCN(c4cccc(C)c4C)CC3)c2c1,-16%
CN(C)CCN(Cc1ccsc1)C(=O)[C@H]1CCC[C@H](O)C1,-7%
COc1ccccc1Nc1nc(-c2ccc(CNC(C)=O)cc2)cs1,-12%
CCc1ccccc1NC(=O)CSC1=NS(=O)(=O)c2ccc(C)cc2N1,-11%
O=C(NCc1nnc2c(-c3nc(C4CC4)no3)cccn12)c1ccc(F)cc1Cl,20µM*
O=C(Nc1ccc2c(c1)OCO2)C1CCCN(c2cn[nH]c(=O)c2)C1 (centres undefined),-6%
Cc1ccc(OCCCCn2nnc3sc4c(c3c2=O)CCC(C)C4)cc1 (centres undefined),-28%
CCOc1ccc(-c2cc(C(=O)N3CCN(c4cccc(C)c4)C(C)C3)c3ccccc3n2)cc1 (centres undefined),u
COc1ccc(N2CCN(c3nc(C(=O)N4CCCC(C)C4)cs3)CC2)cc1 (centres undefined),-1%
O=C(CSc1nc(=O)n(Cc2cccnc2)c2c1CCC2)N1CCCCCC1,-18%
CCCCNc1nc(-c2cc(C)n(NC(=O)c3n[nH]c(=O)c4ccccc34)c2C)cs1,-7%
Cc1ccc2[nH]c(C(=O)NCc3ccccc3)cc2c1,u
N#Cc1cccc(CN2CCC3(CC2)CC(Cc2nc(C4CC4)no2)CCO3)c1 (centres undefined),-1%
O=C(Nc1cccc(Cl)c1)C1CCN(C(=O)c2cccs2)CC1,20%
O=c1cc(N2CCOCC2)oc2c(NCC3CCOCC3)nccc12,32µM*
# Next part:
SMILES,KDM5B inhibitor
Cc1ccccc1C(=O)Nc1ccnn1C1CCN(C(=O)c2ccoc2)CC1,-22%
COCC1CCCN(C(=O)c2ccc3oc(CCCc4ccccc4)nc3c2)C1 (centres undefined),12%
Cc1ccc(N2CC(NC(=O)c3ccc(S(=O)(=O)N(C)C)cc3)CC2=O)cc1C (centres undefined),13%
COc1ccccc1Nc1nc2nccc(-c3ccncc3)c2c(=O)[nH]1,-1%
O=C(C[C@@H]1CCNC[C@@H]1Cc1cc(-c2ccc(F)cc2)on1)Nc1ccccc1,-11%[86.2 µM]
CCCN1C(=O)c2[nH]nc(-c3ccccc3)c2C1c1cccc(O)c1 (centres undefined),-10%
COc1cccc(CN2CCCC(COc3ccccc3C(=O)NC(C)C)C2)n1 (centres undefined),-9%
CCc1ccc(C(=O)NNc2ccc(C)c(Cl)c2)cc1,5%
OCc1cccc(Nc2ncnc3ccccc23)c1,1%
CCOc1cc2[nH]c(=O)n(CCCC(=O)N3CCN(c4ccc(OC)cc4)CC3)c(=O)c2cc1OCC,-7%
Fc1ccccc1-c1nc(N2CCCCC2)c2ccccc2n1,-7%
Cc1ccc(NC(=O)c2cccc(S(=O)(=O)N3CCN(c4ccc(F)cc4)CC3)c2)nc1,-30%
O=C(NCC(c1cccnc1)N1CCN(c2ccccc2F)CC1)c1ccc(F)cc1 (centres undefined),2%
CCCc1nc2c(-c3ccc(OC)cc3)c(C)[nH]n2c(=O)c1Cl,6%
COc1ccc(-c2nc(CSCC(=O)NCCc3ccc(C)cc3)c(C)o2)cc1OC,22%
O=C(O)CCC(=O)NC[C@H]1Cn2c(-c3cccc(Cl)c3)cnc2CO1,15%[86.2 µM]
CCC(C)NC(=O)c1cc(-c2ccc3c(c2)OCO3)on1 (centres undefined),16%
CCO[C@H]1CN(Cc2cnc(-c3ccccc3C)s2)C[C@@H]1O,-4%
CCOc1cccc(NC(=O)C2CC(=O)N(C)C(=Nc3ccc(OC)cc3)S2)c1 (centres undefined),-3%
COc1cc(C(=O)NCC(=O)N/N=C/c2ccc(-c3ccc([N+](=O)[O-])cc3)o2)cc(OC)c1OC,-14%
CNC(=O)[C@@H](c1ccccc1)N1CCC[C@H]1C(=O)N1CCC1,u
COC(=O)c1ccc(-n2nnc(-c3nsc(NC(=O)c4ccc(Cl)cc4)n3)c2C)cc1,-7%
Cc1ccc(CNC(=O)Cn2c(C)cc3ccccc32)cc1,-22%
COC(=O)c1cnc(SCc2ccc([N+](=O)[O-])cc2)n1C,-11%
Cc1cc(C(=O)N2CCOC(Cc3cccc(C(F)(F)F)c3)C2)nn1C (centres undefined),-6%
CCN(CC(=O)Nc1ccc(NC(C)=O)cc1)Cc1nc2ccccc2o1,-11%
CCCN(CCC)CCCNC(=O)c1cc2c(-c3ccc(Cl)cc3)nn(C)c2s1,u
Cc1nn(CC(=O)N2CCN(c3ccccc3)CC2)c(=O)c2cc3sccc3n12,7%
COc1ccc(C2(C(=O)N3CCC4(CC3)CC(C(=O)N3CCOCC3)N(C)C4)CC2)cc1 (centres undefined),u
Cc1nc(-n2nc(C)c(Cl)c2C)sc1C(=O)Nc1ccc(F)cc1,-10%
N#Cc1ccc(CN2CC3(C2)C(=O)Nc2ccccc23)cc1,-10%[149 µM]
O=C(NC[C@H]1OC[C@@H](NCc2ccccn2)[C@@H]1O)c1ccccc1,-33%[86.2 µM]
Nc1nccnc1C(=O)Nc1ccc(OCc2ccccc2)cc1,-16%
O=C(C1CCOCC1)N1CCN(C(=O)N2CC3CC(C2)[C@H]2CCCC(=O)N2C3)CC1 (some centres undefined),-14%
COc1ccc(CN(C(=O)c2cc(=O)c3ccc(C)cc3o2)C2CCS(=O)(=O)C2)cc1 (centres undefined),-13%
CS(=O)(=O)N(CC(=O)Nc1ccc2c(c1)OCO2)c1cccc(Cl)c1Cl,-21%

# Overlap with the part before: 2 entries, followed by the next part.
SMILES,KDM5B inhibitor
COc1ccc(CN(C(=O)c2cc(=O)c3ccc(C)cc3o2)C2CCS(=O)(=O)C2)cc1 (centres undefined),-13%
CS(=O)(=O)N(CC(=O)Nc1ccc2c(c1)OCO2)c1cccc(Cl)c1Cl,-21%
Cc1ccc(C(=O)Nc2ccc3c(c2)CCC3)s1,-11%
Cc1csc(NC(=O)Cc2ccc(OCc3c(C)noc3C)cc2)n1,9%
CCN1CCC(N(C(=O)c2cc3ccccc3n2C)C2CC2)CC1,1%
COc1cccc(CCc2nc(-c3nnn4c3COC(c3ccc(Cl)cc3)C4)no2)c1 (centres undefined),-9%
O=C(Cc1cccnc1)N[C@H]1CCOC[C@H]1C1CCOCC1,12%
COc1ccc(C(C)=O)cc1COc1ccccc1C#N,18%
COc1ccc(NC(=O)C(C)N(C)Cc2ccc3ccccc3c2)cc1 (centres undefined),-6%
Cc1cccc(CCNC(=O)C2CCN(c3nc4ccccc4nc3C(F)(F)F)CC2)c1,u
O=c1[nH]c(Nc2ccccc2Cl)nc2nccc(-c3ccco3)c12,-11%
O=S(=O)(NC1=NCCC1)c1cccc(NS(=O)(=O)c2cccc(Br)c2)c1,-3%
COc1cccc(N2C(=O)NC(=NC3CCCCC3)C23CCN(Cc2cccnc2)CC3)c1,20%[115 µM]
COCCOc1ccc2c(n1)CCN(C(=O)c1ccccc1C)C2,9%
CC(C)(C)c1ccc(OCCOCCn2c(-c3ccc(Cl)cc3)nc3ccccc3c2=O)cc1,-18%
CC(=O)NNC(=S)Nc1cc(Cl)ccc1Cl,7%
O=c1c2nc(OCc3ccccc3)ccc2ncn1Cc1ccccc1,u
NC(=O)CO[C@@H]1CO[C@H]2[C@@H]1OC[C@@H]2NC(=S)NC1CCCCC1,7%[86.2 µM]
O=C(NCc1cccs1)C1CCCN(C(=O)Nc2ccccc2)C1 (centres undefined),9%
N#Cc1ccc(Oc2ccc(Cl)c(Oc3ccc(C#N)c(C#N)c3)c2)cc1C#N,0%
O=C(CCc1nc2ccccc2c(=O)[nH]1)Nc1cccc(O)c1,-1%
COc1cccc(C(=O)N2CCN(Cc3ccccn3)CC2)c1,u
CN1C(=O)C(c2ccccc2)CC12CCN(C(=O)c1cccc(O)c1)CC2 (centres undefined),14%
CC1CCN(S(=O)(=O)c2ccc3c(c2)N(CC(=O)N2CCN(c4ccc(Cl)cc4)CC2)C(=O)CO3)CC1,-5%

# For reference, part of the list above.
SMILES,KDM5B inhibitor
O=c1[nH]c(Nc2ccccc2Cl)nc2nccc(-c3ccco3)c12,-11%
O=S(=O)(NC1=NCCC1)c1cccc(NS(=O)(=O)c2cccc(Br)c2)c1,-3%
COc1cccc(N2C(=O)NC(=NC3CCCCC3)C23CCN(Cc2cccnc2)CC3)c1,20%[115 µM]
COCCOc1ccc2c(n1)CCN(C(=O)c1ccccc1C)C2,9%
CC(C)(C)c1ccc(OCCOCCn2c(-c3ccc(Cl)cc3)nc3ccccc3c2=O)cc1,-18%
CC(=O)NNC(=S)Nc1cc(Cl)ccc1Cl,7%
O=c1c2nc(OCc3ccccc3)ccc2ncn1Cc1ccccc1,u
NC(=O)CO[C@@H]1CO[C@H]2[C@@H]1OC[C@@H]2NC(=S)NC1CCCCC1,7%[86.2 µM]
O=C(NCc1cccs1)C1CCCN(C(=O)Nc2ccccc2)C1 (centres undefined),9%
N#Cc1ccc(Oc2ccc(Cl)c(Oc3ccc(C#N)c(C#N)c3)c2)cc1C#N,0%
O=C(CCc1nc2ccccc2c(=O)[nH]1)Nc1cccc(O)c1,-1%
COc1cccc(C(=O)N2CCN(Cc3ccccn3)CC2)c1,u
CN1C(=O)C(c2ccccc2)CC12CCN(C(=O)c1cccc(O)c1)CC2 (centres undefined),14%
CC1CCN(S(=O)(=O)c2ccc3c(c2)N(CC(=O)N2CCN(c4ccc(Cl)cc4)CC2)C(=O)CO3)CC1,-5%

# These rows are one share of the data; the hit share may differ from the screen's.
